PRMT1 inh – PRMT1 (human) inhibition, primary screen. inhibition, % at 2.79 µM. AID 652257. recombinant PRMT1, activity-based probe fluorescence polarization. 1.3% of 370,000 active. Q99873;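 active = inhibition above about 21% made by adding two undisclosed values, limit read from the data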
LEDGF integ inh – blocks HIV-1 LEDGF/p75-dependent DNA integration | inhibition, % at 3.7 µM | TR-FRET IN-LEDGF/p75 DNA integration, Eu/Cy5 | 0.64% of 370,000 active;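 active = inhibition above the screen-wide mean plus 3 SD, cut at about 13% in these data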;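 note: signal is the Cy5 over europium emission ratio at 671 and 618 nm; 0% = plate median of compound wells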
TCR-CD3 inh – inhibitors of human TCR-CD3 interaction. TAMRA-labeled TCR probe fluorescence, biochemical. inhibition, % at 9.4 µM. 0.37% of 360,000 active. AID 651800; in the data active = inhibition above about 19%;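 note: recombinant mutant TCR 2C K166C tagged with TAMRA read by polarization; 0% = receptor in buffer alone and 100% = receptor with positive control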
TDP2 inh – TDP2 (human) inhibition, absorbance primary screen; 0.34% of 370,000 active; recombinant TDP2, T5PNP hydrolysis, p-nitrophenol absorbance 415 nm; AID 720702; inhibition, % at 12.8 µM; O95551;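 active = inhibition above the mean of all tested compounds plus 3 SD, set per campaign, cut at about 25% in these data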;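 note: 0% = DMSO with enzyme and 100% = buffer with substrate but no TDP2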
Target sequence (O95551 whole entry, looked up): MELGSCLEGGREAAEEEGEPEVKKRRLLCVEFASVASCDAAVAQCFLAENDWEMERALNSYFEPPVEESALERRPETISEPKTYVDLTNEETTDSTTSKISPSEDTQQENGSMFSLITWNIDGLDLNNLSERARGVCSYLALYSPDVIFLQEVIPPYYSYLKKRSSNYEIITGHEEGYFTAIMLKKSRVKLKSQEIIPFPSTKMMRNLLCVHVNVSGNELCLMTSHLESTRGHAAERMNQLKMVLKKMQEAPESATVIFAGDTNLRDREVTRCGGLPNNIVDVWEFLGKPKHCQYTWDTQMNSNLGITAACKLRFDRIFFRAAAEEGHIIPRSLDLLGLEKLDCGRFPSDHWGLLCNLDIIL
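Evaluation: % inhibition relative to enzyme-containing and enzyme-free wells. Material: recombinant human TDP2. Benchmarks: enzyme-free and DMSO wells. Timing: enzyme reaction with compound for 2 h at 37 °C. Compound dosing: 12.8 µM only. Measured by: p-Nitrophenol epi absorbance. Reagent: T5PNP substrate at 5 mM, a TopII-DNA adduct mimic. Replication: single well per compound.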
SIAE inh – blocks human sialic acid acetylesterase; Q9HAT2; SIAE FP-Rh probe binding, fluorescence polarization; inhibition, % at 9.66 µM; 0.69% of 370,000 active; AID 1053197;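 active = inhibition above a cutoff: mean of compounds within the control limits plus 3 SD of those, cut at about 17% in these data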;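 note: 0% = plate median of compound wells and 100% = probe without SIAE protein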
rCAG RNA binder – binds r(CAG) RNA repeats | r(CAG) RNA repeat, TO-PRO-1 dye displacement fluorescence | inhibition, % at 3 µM | 1.3% of 370,000 active;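 active = inhibition above the plate cutoff, the mean of all test compounds on that plate plus 3 SD, cut at about 35% in these data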;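 note: 0% = DMSO alone and 100% = 100 µM mitoxantrone as full dye displacement; higher means more dye released from RNA so lower well fluorescence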
MBD2 DNA inh – blocks human MBD2 binding to methylated DNA | 0.31% of 370,000 active | inhibition, % at 4.4 µM | Q9UBB5 | AID 686964 | TR-FRET, MBD2 binding to methylated oligonucleotide; in the data active = inhibition above about 13%
Target sequence (Q9UBB5 whole entry, looked up): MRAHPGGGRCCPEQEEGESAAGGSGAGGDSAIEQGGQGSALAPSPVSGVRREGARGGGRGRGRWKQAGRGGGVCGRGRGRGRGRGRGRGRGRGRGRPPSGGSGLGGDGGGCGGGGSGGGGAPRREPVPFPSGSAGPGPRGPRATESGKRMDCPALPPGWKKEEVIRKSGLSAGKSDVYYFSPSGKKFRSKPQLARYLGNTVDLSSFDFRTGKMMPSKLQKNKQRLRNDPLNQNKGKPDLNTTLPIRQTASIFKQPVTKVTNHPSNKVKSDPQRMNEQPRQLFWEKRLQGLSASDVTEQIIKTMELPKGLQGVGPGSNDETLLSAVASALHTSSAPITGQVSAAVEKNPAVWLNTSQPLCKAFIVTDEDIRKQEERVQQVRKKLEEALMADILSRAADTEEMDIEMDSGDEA
ABHD4 inh – inhibits mouse alpha/beta hydrolase domain 4 | Q8VD66 | 0.54% of 370,000 active | purified mABHD4, FP-Rh probe fluorescence polarization | inhibition, % at 8.92 µM;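 active = inhibition exceeding the mean over every tested compound plus 3 SD, cut at about 30% in these data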;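 note: 0% = plate median of compound wells and 100% = S159A mutant with DMSO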
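system = mouse ABHD4 enzyme, wild type | medium = HEPES pH 7.0, NaCl, Pluronic buffer | also added = FP-Rh probe | incubation = Enzyme–compound pre-incubation 45 min, then probe 60 min, both 25 °C | technique = fluorescence polarization, excitation 525 nm, emission 598 nm, BODIPY TMR filters | controls = S159A mutant high control, sample median low control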
NPR2 activator – GC-B (human) receptor activation | activation, % at 10 µM | P20594 | AID 1920062 | HEK293-GC-B cells, CNP EC30, cGMP TR-FRET; 0% at EC30 CNP, 100% saturating CNP | 0.11% of 370,000 active;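 active = activation at 10 µM reaching about 35% in either raw or pattern-adjusted values, limit read from the data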
HTRA1 inh – inhibitors of human serine peptidase HTRA1; Q92743; recombinant HTRA1, FP-rhodamine activity-based probe, fluorescence polarization; inhibition, % at 5.96 µM; 0.5% of 340,000 active; AID 504803; in the data active = inhibition above about 36%;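 note: 0% = enzyme with DMSO and 100% = wells lacking enzyme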
Numbers without * were called inactive; · = no result given. A portion of the library. The share of hits here may be higher or lower than overall.

entry	mol	PRMT1 inh	LEDGF integ inh	TCR-CD3 inh	TDP2 inh	SIAE inh
1	CN(C)S(=O)(=O)c1cccc(C(=O)OCC(=O)c2c(N)n(C)c(=O)n(C)c2=O)c1	0	0	1	0	10
2	CCc1cccc(C)c1NC(=O)Cn1c(NCCO)nc2ccccc21	-2	2	2	-7	3
3	CCOc1ccc(Cl)cc1-c1cc(C(=O)NCCc2ccncc2)[nH]n1	3	2	5	6	-2
4	Cc1nn(-c2cc(N3CCOCC3)ccc2N)c(=O)c2ccccc12	-1	-1	2	-3	8
5	Cc1ccsc1C(=O)OCC(=O)NCCCc1ccccc1	-1	0	6	12	1
6	Cc1nc2ccc(S(=O)(=O)NCC(=O)O)cc2s1	37*	0	3	-2	4
7	Cc1c(C(=O)c2ccc3c(c2)OCO3)ccc2c1OCO2	3	-3	-1	13	0
8	CC(C)[C@@H](C)/C=C/[C@@H](C)[C@H]1CC[C@@H]2[C@]1(C)CCC1[C@]23C=C[C@]2(C[C@@H](O)CC[C@]12C)N(c1cnccn1)O3 (some centres undefined)	-2	4	-1	-12	·
9	CCOc1ccccc1CN1CCN(Cc2nc3c(s2)CCCC3)CC1CCO (centres undefined)	0	-1	4	7	4
10	Cc1ccc(Cn2cccc(-c3nc4ccccc4s3)c2=O)cc1	0	-5	0	-7	-10
11	CCCc1nnc(SCCSc2nnc(CCC)n2N)n1N	-3	0	7	1	3
12	O=C(c1ccccc1)N1N=C(c2cccs2)CC1c1ccccc1O (centres undefined)	-7	3	5	-22	-11

entry	rCAG RNA binder	MBD2 DNA inh	ABHD4 inh	NPR2 activator	HTRA1 inh
1	-3	-7	1	-7	-2
2	-5	1	2	10	3
3	2	-8	-3	14	·
4	0	-6	12	1	5
5	-6	0	-4	2	0
6	-2	1	2	6	7
7	1	1	-5	3	-3
8	2	2	-7	2	·
9	-9	-2	4	4	-1
10	0	0	-2	5	-18
11	0	-3	-1	3	-1
12	3	-2	-22	-17	-42

Continued:
entry	mol	PRMT1 inh	LEDGF integ inh	TCR-CD3 inh	TDP2 inh	SIAE inh
13	CC(=O)Nc1ccc(S(=O)(=O)NC2(C(F)(F)F)C(=O)Nc3c2c(=O)[nH]c(=O)n3Cc2ccco2)cc1 (centres undefined)	0	6	4	-22	-3
14	COc1ccccc1/C=N/NC(=O)CSc1ccc2ccccc2n1	0	6	-8	-7	7
15	O=[N+]([O-])c1nn(-c2ccccc2)n(O)c1=NC1CCN(Cc2ccccc2)CC1	0	1	4	4	-3
16	O=C(O)C1=NN(c2cc(Cl)c(S(=O)(=O)O)cc2Cl)C(=O)C1	6	11	8	2	-3
17	CCCCNCCCOc1cc(Cl)ccc1Cl	-3	-1	-3	-21	-2
18	CC(C(=O)Nc1ccc(O)c(C(=O)O)c1)N1C(=O)/C(=C/c2cccs2)SC1=S (centres undefined)	26*	1	12	4	2
19	CCOC(=O)N1CCC(NS(=O)(=O)c2cc(C(=O)OC)n(C)c2)CC1	1	-2	5	-5	3
20	Cc1cccc(OC(C)C(=O)Nc2ccc(N3CCCCC3)cc2)c1 (centres undefined)	-2	4	0	-16	-1
21	COc1ccc(OCC(=O)N/N=C2\CCc3ccccc32)cc1	-2	-2	1	8	0
22	Cc1ccc2nc(/C(C#N)=C/c3ccc(O)c(O)c3)[nH]c2c1	27*	-1	11	-4	16
23	CCOc1ccc(C(=O)Nc2cccc3nsnc23)cc1[N+](=O)[O-]	-1	-1	-1	-6	-10
24	CC(OC(=O)CCc1nc2ccccc2[nH]c1=O)c1ccccc1 (centres undefined)	-1	1	4	11	-1

entry	rCAG RNA binder	MBD2 DNA inh	ABHD4 inh	NPR2 activator	HTRA1 inh
13	3	4	10	6	6
14	2	2	-2	-11	-20
15	-6	-2	3	-3	1
16	5	7	15	-5	13
17	10	-3	-9	-4	0
18	88*	0	4	-3	-19
19	0	2	3	3	3
20	-10	2	2	0	19
21	-1	-5	2	0	-6
22	13	-4	55*	-10	67*
23	-1	-3	1	-2	0
24	-4	-7	4	-1	-1

In another format: results already given
no. | smiles | PRMT1 inh | LEDGF integ inh | TCR-CD3 inh | TDP2 inh | SIAE inh | rCAG RNA binder | MBD2 DNA inh | ABHD4 inh | NPR2 activator | HTRA1 inh
6 | Cc1nc2ccc(S(=O)(=O)NCC(=O)O)cc2s1 | 37* | 0 | 3 | -2 | 4 | -2 | 1 | 2 | 6 | 7
7 | Cc1c(C(=O)c2ccc3c(c2)OCO3)ccc2c1OCO2 | 3 | -3 | -1 | 13 | 0 | 1 | 1 | -5 | 3 | -3
8 | CC(C)[C@@H](C)/C=C/[C@@H](C)[C@H]1CC[C@@H]2[C@]1(C)CCC1[C@]23C=C[C@]2(C[C@@H](O)CC[C@]12C)N(c1cnccn1)O3 (some centres undefined) | -2 | 4 | -1 | -12 | · | 2 | 2 | -7 | 2 | ·
9 | CCOc1ccccc1CN1CCN(Cc2nc3c(s2)CCCC3)CC1CCO (centres undefined) | 0 | -1 | 4 | 7 | 4 | -9 | -2 | 4 | 4 | -1
10 | Cc1ccc(Cn2cccc(-c3nc4ccccc4s3)c2=O)cc1 | 0 | -5 | 0 | -7 | -10 | 0 | 0 | -2 | 5 | -18
11 | CCCc1nnc(SCCSc2nnc(CCC)n2N)n1N | -3 | 0 | 7 | 1 | 3 | 0 | -3 | -1 | 3 | -1
12 | O=C(c1ccccc1)N1N=C(c2cccs2)CC1c1ccccc1O (centres undefined) | -7 | 3 | 5 | -22 | -11 | 3 | -2 | -22 | -17 | -42

Continued:
entry	mol	PRMT1 inh	LEDGF integ inh	TCR-CD3 inh	TDP2 inh	SIAE inh
25	Cc1ccc(N2CCCCn3c2nc2c3c(=O)n(CC(=O)O)c(=O)n2C)cc1	-2	-2	8	4	2
26	CCc1nc(SCC(=O)N2CCCCC2)c2c(=O)n(C)c(=O)n(C)c2n1	0	-10	-7	-12	-6
27	Cc1cc(C)cc(N=Cc2ccc([N+](=O)[O-])s2)c1	1	-1	-2	14	0
28	CC(Sc1nnc(C(F)(F)F)n1C)C(=O)Nc1ccc(S(N)(=O)=O)cc1 (centres undefined)	1	-4	-4	0	4
29	CCc1ccc(OCC(O)CN2CCN(c3ccccn3)CC2)cc1 (centres undefined)	-1	-5	-1	22	-3
30	Cc1nnc2sc(SCC(=O)Nc3ccc(Cl)cc3)nn2c1=O	2	-1	4	12	1
31	Cc1c(N/N=C(\C#N)C(=O)c2ccc(Cl)cc2)c(=O)n(-c2ccccc2)n1C	-4	-6	-4	-8	18*
32	O=C(COC(=O)C1CC2C=CC1C2)Nc1ccccc1 (centres undefined)	-2	-1	-2	8	2
33	COc1ccc(-c2nc(S(=O)(=O)c3ccccc3)c(N3CCN(C)CC3)o2)cc1	-6	2	2	10	5
34	CCN(CC(=O)Nc1ccc(NC(C)=O)cc1)C(=O)CN1C(=O)NC(C)(c2ccc3ccccc3c2)C1=O (centres undefined)	-2	3	6	6	-1
35	O=C(/C=C/c1cccc([N+](=O)[O-])c1)N1CCN(Cc2ccc3c(c2)OCO3)CC1	2	2	5	-1	2
36	COc1ccc(OC)c(S(=O)(=O)Nc2ccccc2C)c1	1	4	4	1	-2

entry	rCAG RNA binder	MBD2 DNA inh	ABHD4 inh	NPR2 activator	HTRA1 inh
25	3	4	3	4	-6
26	-9	2	1	-2	-2
27	-1	-3	9	0	17
28	-3	3	3	2	4
29	-9	-2	6	0	8
30	0	1	1	0	5
31	37*	-4	8	-6	1
32	-3	0	0	2	7
33	1	-4	3	-4	1
34	0	-6	-1	2	4
35	3	5	3	0	5
36	-4	4	2	-2	-5

(further entries)
entry	mol	PRMT1 inh	LEDGF integ inh	TCR-CD3 inh	TDP2 inh	SIAE inh
37	COc1ccc(OC)c(C(=O)c2ccc([N+](=O)[O-])cc2)c1	0	-4	-10	2	-1
38	CCCCNC(=O)Nc1ccccc1C(=O)Nc1ccc(OC)cc1	1	0	-5	-5	50*
39	O=C(/C=C/c1c(Cl)cccc1Cl)NCc1ccco1	2	-5	-4	2	8
40	CCCn1c(C)cc(C(=O)COC(=O)c2nccnc2N)c1C	-1	4	-4	-1	1
41	CCC(=O)Nc1ccc(Cl)c(NC(=S)NC(=O)c2cc3ccccc3o2)c1	-2	0	0	5	-31
42	O=C(CSc1nc2ccccc2c(=O)n1CC1CCCO1)NCCc1ccccc1 (centres undefined)	3	4	-8	-2	3
43	COC(=O)c1c(NC(=O)CN2C(=O)c3ccccc3C2=O)sc(Cc2ccc3c(c2)OCO3)c1C	-5	4	2	8	-3
44	O=C(O)C1CCN(C(=O)COc2ccc3c(c2)oc(=O)c2ccccc23)CC1	0	-2	0	-1	-2
45	CC12CCC3C(CCC4CC(O)CCC43C)C1CC(O)C2 (centres undefined)	-4	6	5	-9	-2
46	COCCNC(=O)C1CCN(S(=O)(=O)c2ccc3c(c2)OCCO3)CC1	-1	0	6	5	5

entry	rCAG RNA binder	MBD2 DNA inh	ABHD4 inh	NPR2 activator	HTRA1 inh
37	0	2	0	-5	2
38	-8	-5	-1	-3	-13
39	-7	1	0	-2	-4
40	-3	1	2	·	1
41	2	2	0	-1	-8
42	-2	5	-9	-9	3
43	6	-2	3	14	-6
44	5	2	-8	4	7
45	0	2	-2	5	-2
46	0	4	7	-4	6
